# Compound activity as filed in PubChem BioAssay.
# All columns: NCI-60 one-dose screen, growth in % after 48 h at 10 µM unless noted; 100 = growth as untreated, 0 = no growth, -100 = all killed.
# COLO 205 = COLO 205 colon cancer. AID 1794742. hit rate 7.3% among 79,000
# NCI/ADR-RES = NCI/ADR-RES ovarian cells. hit rate 4.4% among 81,000
# NCI-H226 = NCI-H226 lung cancer. hit rate 3.5% among 79,000. AID 1794732
# HT29 = HT29 colon cancer; hit rate 7.4% among 81,000; AID 1794748
# NCI-H322M = NCI-H322M lung cancer. hit rate 2.7% among 80,000
# NCI-H460 = NCI-H460 lung cancer; hit rate 6.8% among 82,000; AID 1794736
# NCI-H522 = NCI-H522 lung cancer; hit rate 8% among 78,000; AID 1794739
# HCT-116 = HCT-116 colon cancer | AID 1794798 | hit rate 7.3% among 82,000
# HCT-15 = HCT-15 colon cancer; hit rate 5.2% among 82,000; AID 1794746
# Starred values were filed as active, the others as inactive; / = not tested or not shown. The calls were made as follows: active = growth percent below 10; inactive = the rest.
SMILES,COLO 205,NCI/ADR-RES,NCI-H226,HT29,NCI-H322M,NCI-H460,NCI-H522,HCT-116,HCT-15
COc1cc(/C=C2\CN(S(=O)(=O)c3ccc(C)cc3)C/C(=C\c3cc(CN4CCOCC4)c(O)c(OC)c3)C2=O)cc(CN2CCOCC2)c1O,-26*,5.4*,-40*,/,-16*,-47*,/,-83*,-31*
O=[N+]([O-])c1ccc2[nH]cc([C@@]3(O)c4ccccc4-c4c3c3c5cc([N+](=O)[O-])ccc5[nH]c3c3c4[nH]c4ccc([N+](=O)[O-])cc43)c2c1,89,90,91,85,84,87,58,81,99
Cc1nc(N)c(N)c(=O)[nH]1,108,119,105,108,96,114,101,104,107
N/C(=N\C(N)=N\c1nc2ccccc2s1)c1cccc(C(F)(F)F)c1,120,59,85,102,98,96,78,94,64
Cc1c(/C=C2\CSc3ccc(Cl)cc3C2=O)c(=O)n(-c2ccccc2)n1C,116,95,95,95,99,105,86,90,93
NC(=O)c1ccc(Br)o1,103,97,104,96,104,109,88,108,94
C=CCOc1ccc2c(c1)CC[C@@H]1[C@@H]2CC[C@]2(C)C(=O)/C(=N/O)C[C@@H]12,41,58,76,2.9*,51,64,45,12,42
O=c1ccc(-c2ccc(Oc3ccc(-c4ccc(=O)[nH]n4)cc3)cc2)n[nH]1,111,113,99,94,117,98,89,104,89
COc1cc2ccc(-c3ccc4ccccc4n3)cc2cc1OC,106,71,103,87,103,101,81,100,93
COc1cc2nc(-c3ccc(NC(=O)/C=C/c4ccc(F)cc4)cc3)sc2c(OC)c1OC,116,106,92,105,100,101,102,98,108
CCCCOc1ncnc2nc[nH]c12,110,105,94,96,101,113,100,101,108
Nc1nn(C(=O)c2ccc(Cl)cc2)cc1-c1ccc(Cl)cc1,105,93,90,103,95,102,89,94,89

# Rewritten with two lines to a compound: part of the list above.
# Under each structure – COLO 205	NCI/ADR-RES	NCI-H226	HT29	NCI-H322M	NCI-H460	NCI-H522	HCT-116	HCT-15
> Cc1c(/C=C2\CSc3ccc(Cl)cc3C2=O)c(=O)n(-c2ccccc2)n1C
→ 116	95	95	95	99	105	86	90	93
> Cc1nc(N)c(N)c(=O)[nH]1
→ 108	119	105	108	96	114	101	104	107
> Nc1nn(C(=O)c2ccc(Cl)cc2)cc1-c1ccc(Cl)cc1
→ 105	93	90	103	95	102	89	94	89
> COc1cc2ccc(-c3ccc4ccccc4n3)cc2cc1OC
→ 106	71	103	87	103	101	81	100	93
> CCCCOc1ncnc2nc[nH]c12
→ 110	105	94	96	101	113	100	101	108
> C=CCOc1ccc2c(c1)CC[C@@H]1[C@@H]2CC[C@]2(C)C(=O)/C(=N/O)C[C@@H]12
→ 41	58	76	2.9*	51	64	45	12	42

# New compounds follow.
SMILES,COLO 205,NCI/ADR-RES,NCI-H226,HT29,NCI-H322M,NCI-H460,NCI-H522,HCT-116,HCT-15
COc1ccc2nc(CCC(=O)Nc3ccccc3)c(CC(=O)Nc3ccccc3)cc2c1,107,101,95,114,96,87,94,83,105
Fc1ccc(C2=NN[C@H](c3cn(-c4ccccc4)nc3-c3ccccc3)C2)cc1,98,79,83,91,90,63,99,58,95
CCOC(=O)NCCc1nc2c([nH]1)c(=O)n(C)c(=O)n2C,109,100,105,99,103,106,92,93,98
C=C1CC[C@H]2[C@@](C)(CCC3OC(c4ccc(OCc5cn(CC6OC(OC)C(OCc7ccccc7)C(OCc7ccccc7)C6OCc6ccccc6)nn5)cc4)OC[C@]32C)[C@@H]1/C=C/C1=CCOC1=O (stereo partly drawn),113,104,93,115,108,112,92,104,102
CC(=O)Oc1ccc(/C=C/C(=O)O)cc1,114,106,99,99,105,108,86,109,107
CCSc1nc(N)c2c(-c3ccc(OC)cc3)c3c(nc2n1)C(C)CCC3 (stereo not drawn),110,93,107,77,110,94,87,80,76
NC(N)=NCC(=O)Sc1nc(-c2ccco2)cc(-c2ccc(Cl)cc2Cl)n1,85,96,91,54,96,92,85,58,91
Cc1ccc(NC(=O)Cn2cnc3c2c(=O)n(C)c(=O)n3C)cc1,99,100,90,106,99,100,96,103,97
CCOC(=O)c1c(C)oc2ncnc(Nc3cccc(F)c3)c12,103,96,101,90,106,101,94,88,95
C=C1C(=O)O[C@H]2[C@H]1CC/C(CNC(=O)/C=C/c1ccccc1)=C\CC[C@@]1(C)O[C@@H]21,-65*,69,65,-23*,72,40,-87*,-59*,-73*
O=C1CC(c2ccccc2)C(c2ccccc2)=NN1 (stereo not drawn),99,112,105,103,95,116,98,91,99
C=C(C)[C@@H]1CC=C2c3sc(Nc4ccc(OC(F)(F)F)cc4)nc3C[C@@H](C)[C@]2(C)C1,110,109,102,104,102,102,89,88,101

# Only NCI/ADR-RES, for some of the entries so far:
SMILES	NCI/ADR-RES
COc1ccc2nc(CCC(=O)Nc3ccccc3)c(CC(=O)Nc3ccccc3)cc2c1	101
Fc1ccc(C2=NN[C@H](c3cn(-c4ccccc4)nc3-c3ccccc3)C2)cc1	79
CCOC(=O)NCCc1nc2c([nH]1)c(=O)n(C)c(=O)n2C	100
C=C1CC[C@H]2[C@@](C)(CCC3OC(c4ccc(OCc5cn(CC6OC(OC)C(OCc7ccccc7)C(OCc7ccccc7)C6OCc6ccccc6)nn5)cc4)OC[C@]32C)[C@@H]1/C=C/C1=CCOC1=O (stereo partly drawn)	104
CC(=O)Oc1ccc(/C=C/C(=O)O)cc1	106

# Continued:
SMILES,COLO 205,NCI/ADR-RES,NCI-H226,HT29,NCI-H322M,NCI-H460,NCI-H522,HCT-116,HCT-15
CCN1C(=O)[C@@H]2[C@H](C1=O)[C@@H]1c3ccccc3C=NN1[C@H]2C(N)=O,115,113,103,110,108,107,88,119,100
COc1cc(NC(=O)c2cc3ccccc3cc2O)c(OC)cc1Cl,42,-21*,14,65,-3.1*,3.3*,-30*,-21*,14
COc1ccc(S(=O)(=O)NCCCNc2nccc(-c3c(-c4ccc(F)cc4)nc4sccn34)n2)cc1OC,73,68,94,48,74,50,90,63,69
CC1=C(C(=O)Nc2ccccc2)C(c2ccc3c(c2)OCO3)NC(=O)N1 (stereo not drawn),118,106,111,104,110,113,91,102,100
COc1cc(-c2cc(-c3ccc(C)cc3)nc3nc(N)[nH]c(=O)c23)ccc1Oc1ccnc2cc(Cl)ccc12,107,100,73,85,81,96,92,89,89
CCOC(=O)CC(C(=O)OCC)C(C)c1ccccc1 (stereo not drawn),108,107,93,100,97,104,99,93,97
CCCS(=O)(=O)Nc1cc(-c2cc(C#CCN3CCN(C)CC3)cnc2N)cc(F)c1OC,119,106,93,106,110,105,98,100,101
CNC(=S)N(C)N,114,103,105,89,104,111,76,107,103
CC1CC2(CC(CN(C3CCCCC3)C3CCCCC3)OC2=O)C(=O)O1 (stereo not drawn),98,101,97,103,107,108,/,105,92
C#C[C@]1(O)CC[C@H]2[C@@H]3CC=C4c5sc(NCc6ccccc6)nc5CC[C@]4(C)[C@H]3CC[C@@]21C,37,72,76,-7.3*,60,52,80,13,8.8*
COc1ccc(C2=Cn3c(CCC(=O)c4nc5ccccc5[nH]4)nnc3SC2)cc1,123,105,89,58,/,101,99,71,104
CC(=O)Nc1ccc(S(C)(=O)=O)cc1,104,112,105,108,116,107,110,118,114

# In the list so far, these have a CF3 group.
SMILES,COLO 205,NCI/ADR-RES,NCI-H226,HT29,NCI-H322M,NCI-H460,NCI-H522,HCT-116,HCT-15
N/C(=N\C(N)=N\c1nc2ccccc2s1)c1cccc(C(F)(F)F)c1,120,59,85,102,98,96,78,94,64
C=C(C)[C@@H]1CC=C2c3sc(Nc4ccc(OC(F)(F)F)cc4)nc3C[C@@H](C)[C@]2(C)C1,110,109,102,104,102,102,89,88,101

# Profiles as entered above. Values in the order: COLO 205 | NCI/ADR-RES | NCI-H226 | HT29 | NCI-H322M | NCI-H460 | NCI-H522 | HCT-116 | HCT-15
# Listed for `COc1cc(-c2cc(-c3ccc(C)cc3)nc3nc(N)[nH]c(=O)c23)ccc1Oc1ccnc2cc(Cl)ccc12` → 107 | 100 | 73 | 85 | 81 | 96 | 92 | 89 | 89
# Listed for `COc1ccc(S(=O)(=O)NCCCNc2nccc(-c3c(-c4ccc(F)cc4)nc4sccn34)n2)cc1OC` → 73 | 68 | 94 | 48 | 74 | 50 | 90 | 63 | 69
# Listed for `CCOC(=O)NCCc1nc2c([nH]1)c(=O)n(C)c(=O)n2C` → 109 | 100 | 105 | 99 | 103 | 106 | 92 | 93 | 98

# Next part
SMILES,COLO 205,NCI/ADR-RES,NCI-H226,HT29,NCI-H322M,NCI-H460,NCI-H522,HCT-116,HCT-15
COc1cccc(/C=C/c2nc3ccccc3c(=O)n2CC(=O)Nc2ccccc2)c1,75,33,14,58,72,51,53,36,68
OC(c1ccccc1)C(NCCNCc1ccccc1)c1ccccc1 (stereo not drawn),103,91,100,101,104,113,99,98,104
COc1ccc(C)cc1-c1cc2ccccc2c(=O)o1,105,88,87,82,85,102,78,79,91
O=C1NC(=O)C(c2coc3ccc(O)cc23)=C1c1c[nH]c2ccccc12,111,96,68,109,66,90,74,75,83
C=CCN(CC=C)c1nn[nH]n1,110,111,98,114,111,103,106,105,101
O=C(O)c1c(Cl)cccc1Nc1ccccc1,117,111,104,110,94,99,84,102,106
Cn1ncc2c1NC(=O)CC2c1cccnc1 (stereo not drawn),117,107,100,107,94,114,93,96,99
CCN(CC)C(=O)c1cccc(OC)c1OC,99,111,98,100,/,105,108,100,102
Cc1cc(C)c(C#N)c(NN)n1,114,111,92,107,112,109,106,100,100
COc1ccc(/C=C/C(=O)c2c(C)nc3ccccc3c2/C=C/c2ccccc2)cc1O,109,18,/,72,42,23,15,12,39
COC(c1cc2c(cc1Br)OCO2)C(C)Br (stereo not drawn),96,106,104,96,101,127,89,88,99
CC(C)OC(=O)COc1ccc(Cl)cc1Cl,103,102,101,80,92,109,74,96,103
CCCCc1ccc(N=Nc2ccc(OCCOCCOCCO)cc2)cc1,93,78,59,77,87,75,51,61,76
CCCCCCCCCCCCN(CCO)C(=O)CCl,109,103,93,70,108,104,70,89,83
O=C1C(c2c[nH]c3ncccc23)=C(c2c[nH]c3ncccc23)C(=O)N1O,108,98,76,101,90,99,90,86,103
O=c1[nH]cncc1F,111,106,105,98,114,106,99,103,89
CN1c2ccccc2[C@]2(Cc3ccccc3)Cc3ccccc3N[C@H]12,118,107,98,87,111,111,72,92,96
O=C1c2ccccc2C23C(=C(c4cncnc4)c4ccccc42)CCCN13 (stereo not drawn),121,103,97,101,107,104,93,98,104
C=CCn1c(SCC(=O)Nc2ccc(Cl)cc2)nnc1-c1cc(-c2ccc(OC)cc2)nc2ccccc12,99,75,89,82,55,95,77,79,85
